Screens from PubChem.
TCR act: Activators of T cell receptors: qHTS campaign | primary human leukocytes, anti-CD3, IL-2 HTRF, 48 h | Potency, µM (titrated, usually from 9.22 µM), without a hit: at the highest dose activation of IL-2 secretion, usual class: activators | 330,000 tested, under 10 active; also: % of control where 0% means no effect
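Activity was scored as IL-2 release from primary human leukocytes given only a TCR signal (a-CD3 beads) plus compound for 48 hr. Detection used a two-antibody HTRF format read at 665nm.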
Menin-MLL TR inh: qHTS Assay for Inhibitors Targeting the Menin-MLL Interaction in MLL Related Leukemias: Competition With Texas Red Labeled MLL-derived Mutant Peptide. actives 0.23% (n = 270,000). AID 1768, 2009. O00255. Menin + Texas Red MLL mutant peptide, fluorescence polarization. Potency, µM (doses to about 61.6 µM), inactives show at the top dose FP activity change, negative = inhibition, usual class: inhibitors; active = well fitted inhibition curve with a large enough effect in the polarisation, with a control signal flat, not every such curve was filed as active; inconclusive = small, poorly fitted or top-dose-only effect, or effect the other way, or a change in a side signal; inactive = no such curve, though single readings can be large or run the other way; the % refers to the polarisation; also: potency is read from the fitted curve at half-maximal effect; % of control where 0% means no effect; many of its hits are not listed in these tables
TSHR antag: Antagonists of the Thyroid Stimulating Hormone Receptor: HTS campaign; Thyrotropin receptor (Homo sapiens), P16473; TSHR-expressing cells, TSH-stimulated cAMP HTRF, 2 h; stronger effect = lower value; activity change, negative = inhibition, % at 11.5 µM; actives 0.2% (n = 330,000); AID 504810, 2011;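 active = activity change below a set negative limit, meaning inhibition stronger than a set level, cut at about -70% in these data; inconclusive = activity change between two set negative limits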; also: % is scaled to controls: 0 for no effect and ±100 for the full control effect
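Antagonism was scored as loss of TSH-driven cAMP in TSHR cells, stimulated with 4nM TSH (EC80) for 2 hours at 37 deg C and detected by homogeneous HTRF competition immunoassay.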
MLL CXXC-DNA inh: qHTS Fluorescence Polarization Assay for Inhibitors of MLL CXXC domain - DNA interaction. Histone-lysine N-methyltransferase 2A (Homo sapiens), Q03164. MLL-CXXC / FITC-HOXA9 DNA fluorescence polarization. Potency, µM (top dose mostly 115 µM), inactives show at the top dose activity change, negative = inhibition, most hits filed as inhibitors. actives 0.037% (n = 290,000). AID 2662, 2010; active = well fitted inhibition curve with a large enough effect in the polarisation, with a control signal flat, not every such curve was filed as active; inconclusive = small, poorly fitted or top-dose-only effect, or effect the other way, or a change in a side signal; inactive = no such curve, though single readings can be large or run the other way; the % refers to the polarisation; also: potency is read from the fitted curve at half-maximal effect
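Steps: dispense CXXC domain solution (7 uM) → pin compounds or unlabeled HOX-A9 DNA control → 5 min ambient → add FLSN-HOX-A9 solution (50 nM) → spin → 30 min ambient → fluorescence polarization. Tris pH 7.5/NaCl/DTT/BSA buffer.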
TSG101-PTAP inh: qHTS Assay for Iinhibitors of HIV-1 Budding by Blocking the Interaction of PTAP/TSG101; Potency, µM (series often up to 115 µM), for the others: at the highest dose activity change, negative = inhibition, most hits filed as inhibitors; 340,000 tested, under 10 active; Fluorescence polarization, FITC-PTAP peptide / Tsg101 binding; AID 493005, 2010; Tumor susceptibility gene 101 protein (Homo sapiens), Q99816; active = well fitted inhibition curve with a large enough effect in the main read-out, with a control signal flat, not every such curve was filed as active; inconclusive = small, poorly fitted or top-dose-only effect, or effect the other way, or a change in a side signal; inactive = no such curve, though single readings can be large or run the other way; also: potency is read from the fitted curve at half-maximal effect; % of control where 0% means no effect
Target sequence (Q99816 whole entry, looked up): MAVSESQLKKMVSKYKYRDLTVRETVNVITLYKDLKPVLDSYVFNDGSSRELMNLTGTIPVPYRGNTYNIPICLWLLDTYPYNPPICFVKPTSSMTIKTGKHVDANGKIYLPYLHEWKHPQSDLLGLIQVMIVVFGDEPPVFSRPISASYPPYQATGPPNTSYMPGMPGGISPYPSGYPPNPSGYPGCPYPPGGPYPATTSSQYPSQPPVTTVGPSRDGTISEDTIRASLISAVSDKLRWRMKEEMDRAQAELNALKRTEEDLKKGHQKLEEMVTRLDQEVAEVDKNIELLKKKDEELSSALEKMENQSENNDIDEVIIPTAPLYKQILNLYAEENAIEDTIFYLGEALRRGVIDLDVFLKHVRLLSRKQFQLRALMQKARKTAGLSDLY
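Steps: Tsg101 binding domain dispensed (10 uM final), compounds pinned in DMSO, FITC-labeled PTAP-motif peptide added (50 nM final); after 20 min binding at room temperature, polarization measured.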
a7 integrin act: qHTS for Activators of Integrin-Mediated Alleviation for Muscular Dystrophy; Potency, µM (top dose mostly 38.3 µM), for the others: at the top dose activation, actives largely listed as activators; actives 0.064% (n = 350,000); alpha7betagal myoblasts, beta-gal FDG fluorescence, 48 h;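 also: potency is read from the fitted curve at half-maximal effect; 100% = response of the positive control SU9516; nearly all actives have a fitted effect of over 60% in size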
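Alpha7betagal+/- myoblasts (passage 13) were plated 16-24 hr, then exposed to compounds (1:260 dilution of DMSO stock) for 48 hours at 37C. After MPER lysis, β-galactosidase reporter activity was read as FDG fluorescence (ex 480/em 540) after 30 minutes.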
Mito fusion yeast: qHTS Assay for Small Molecule Inhibitors of Mitochondrial Division or Activators of Mitochondrial Fusion. Potency, µM (top dose mostly 46.1 µM), for inactives: top-dose growth rescue (activation), most hits filed as activators. S. cerevisiae fusion-defective mutant growth rescue, CellTiterGlo 48 h. AID 485298, 2010. actives 0.23% (n = 320,000);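 also: potency is read from the fitted curve at half-maximal effect; % of control where 0% means no effect; nearly all actives have a fitted effect of over 45% in size; temperature-sensitive fusion mutants such as fzo1-1 at 37 °C on non-fermentable ethanol glycerol medium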
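Luminescent cell viability in 1536-well qHTS format served as the measure of rescued growth in ts fusion-mutant S. cerevisiae cultured on non-fermentable YPEG for 48 hours at 37C.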
S-ASM inh: Inhibitors of Secretory Acid Sphingomyelinase (S-ASM): qHTS | Sphingomyelin phosphodiesterase (Homo sapiens), P17405 | placental ASM, HMU-PC fluorogenic substrate, 60 min | Potency, µM (series often up to 57.5 µM), inactives show top-dose activity change, negative = inhibition, most hits filed as inhibitors | actives 0.006% (n = 340,000); also: potency is read from the fitted curve at half-maximal effect
Target sequence (P17405 47-631 limits assumed): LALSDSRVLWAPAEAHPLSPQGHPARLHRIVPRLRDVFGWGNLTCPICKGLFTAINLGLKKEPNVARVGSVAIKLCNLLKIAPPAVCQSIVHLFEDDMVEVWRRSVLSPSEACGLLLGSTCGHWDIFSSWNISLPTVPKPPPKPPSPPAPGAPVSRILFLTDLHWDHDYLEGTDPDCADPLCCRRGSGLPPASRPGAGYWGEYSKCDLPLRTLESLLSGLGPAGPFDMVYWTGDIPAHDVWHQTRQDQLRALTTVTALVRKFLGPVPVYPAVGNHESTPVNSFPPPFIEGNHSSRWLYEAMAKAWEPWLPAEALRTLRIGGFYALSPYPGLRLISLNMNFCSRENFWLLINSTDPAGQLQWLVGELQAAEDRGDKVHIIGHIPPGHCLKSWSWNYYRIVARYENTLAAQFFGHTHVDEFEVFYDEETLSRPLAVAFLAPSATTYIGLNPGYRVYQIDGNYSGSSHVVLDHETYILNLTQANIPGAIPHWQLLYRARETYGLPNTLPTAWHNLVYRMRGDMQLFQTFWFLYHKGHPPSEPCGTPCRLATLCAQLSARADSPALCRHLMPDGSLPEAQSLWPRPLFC
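Fluorescence read-out (Ex 386 nm, Em 447 nm) after stopping the reaction at pH 10. Enzyme: ASM from human placenta; substrate HMU-PC0, 9 uM final; 60 min, 37 °C. Compound preincubation 10 min, ambient temperature.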
AT treatment: qHTS Assay for Identifying a Potential Treatment of Ataxia-Telangiectasia | […] A-T fibroblasts, KAP-1 phosphorylation AlphaLISA; neocarzinostatin DNA damage 30 min before lysis | Potency, µM (series often up to 57.5 µM), inactives show at the highest dose activation, most hits filed as activators | actives 0.19% (n = 320,000) | AID 485349, 2010; also: potency is read from the fitted curve at half-maximal effect; % of control where 0% means no effect; nearly all actives have a fitted effect of over 45% in size
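hTERT-immortalized A-T patient fibroblasts ([…]), 500 cells/well in OPTI-MEM, 1% FBS, got compounds for 60 min, then NCS for 30 min at 37C. Lysates were then assayed for phospho-KAP-1 by AlphaLISA (anti-pKAP1 donor, anti-KAP1 acceptor beads), 6 hr at 25C.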
MBNL1 CUG block: qHTS Assay for Inhibitors of MBNL1-poly(CUG) RNA binding. Muscleblind-like protein 1 (Homo sapiens), Q9NR56. TR-FRET MBNL1-His/biotin-(CUG)12 binding, 665/545 ratio. Potency, µM (highest dose often 57.5 µM), for inactives: at the highest dose activity change, negative = inhibition, actives largely listed as inhibitors. actives 0.036% (n = 280,000). AID 2675, 2010; active = well fitted inhibition curve with a large enough effect in the signal ratio, with a control signal flat, not every such curve was filed as active; inconclusive = small, poorly fitted or top-dose-only effect, or effect the other way, or a change in a side signal; inactive = no such curve, though single readings can be large or run the other way; the % refers to the signal ratio; also: potency is read from the fitted curve at half-maximal effect; % is scaled to controls: 0 for no effect and ±100 for the full control effect
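Ratiometric TR-FRET (665 over 545 nm, excitation 340 nm) tracks disruption of MBNL1-His/biotin-(CUG)12 complex after 60 min at room temperature, with compounds at 92 nM to 58 uM final.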
Numbers without * were called inactive; u = inconclusive; x = no result given; & = joins results of further samples; [ ] = dose if it differs, or a comment. Unless noted, calls follow the shape of the dose curve; as a rule, active = well fitted curve in the direction sought with a large enough effect; inconclusive = small, poorly fitted or top-dose-only effect, or another doubt; inactive = no such curve, though single readings can be large; an effect the other way counts as inactive or inconclusive.

SMILES	TCR act	Menin-MLL TR inh	TSHR antag	MLL CXXC-DNA inh	TSG101-PTAP inh	a7 integrin act	Mito fusion yeast	S-ASM inh	AT treatment	MBNL1 CUG block
Clc1ccc(-c2nc3ncccn3c2Nc2ccc3c(c2)OCO3)cc1	7%	x	-3	21%	0%	-1%	-5%	0%	25%	u
O=C(CCC(=O)c1ccccc1)NCCc1c[nH]c2ccccc12	2%[46.1 µM]	-7%	-4	2%	-3%	-8%	15%	-4%	2%	6%[11.5 µM]
Nn1c(SCC(=O)Nc2ccc3c(c2)OCCO3)nnc(CCC(=O)O)c1=O	0%	6%	-1	-6%	0%	-20%	0%	9%	-3%	-5%
Cc1cccc(OCCn2c(=O)n(C)c3ccccc32)c1	-8%	-6%	14	-6%	2%	-19%	13%	-5%	8%	1%
CCN(CC)C(=O)N1CCC(NC(=O)Cc2ccccc2)CC1	x	5%	-5	-1%	-2%	4%	-2%	6%	8%	2%
COc1cc(C(=O)Oc2ccc3ccc(O)cc3c2)cc(OC)c1OC	10%	u	9	29%	-1%	-12%	1%	-12%	3%	2%
Cc1cc(Cl)ccc1OCCn1cncn1	3%	24%	6	12%	-1%	-14%	3%	0%	-1%	-8%
O=c1c(O)c(-c2cc(O)c(O)c(O)c2)oc2cc(O)cc(O)c12	2%	u	-14&-9	u	2%	x	-51%&0%[inhibitor]	-13%	-8%	u
Cc1cc(C)n2c(SC/C(O)=C(\C#N)c3nc4ccccc4[nH]3)nnc2n1	7%	u	-1	-6%	-1%	3%	-1%	-4%	-26%	16%
OC(COCc1ccccc1F)CN1CCCCC1 (stereo not drawn)	-3%	x	x	x	-3%	10%	x	4%	x	x
COc1cc2c(cc1OC)C(C(=O)O)C(c1cc(Br)c(O)c(OC)c1)N(C)C2=O (stereo not drawn)	-4%	10%	0	0%	-1%	10%	0%	2%	-3%	4%
CCOc1ccc2c(c1)nc(NCCCO)n2Cc1ccccc1	-5%	x	2	-1%	51%[activator]	-1%	0%	-7%	-41%	-7%
Nn1c(=O)[nH]c2c([nH]c3ccccc32)c1=O	2%	-11%	-13	-6%	1%	10%	16%	235%[activator]	-1%	u
CCN(CC)S(=O)(=O)c1ccc(N2CCCC2)c(C(=O)OCC(=O)Nc2cc(C)on2)c1	-1%	x	2	7%	1%	-11%	-1%	-1%	-2%	10%
COc1ccc(-n2nc([N+](=O)[O-])c(=NCCc3ccc(OC)c(OC)c3)n2O)cc1	5%[46.1 µM]	-13%	-6	-6%	-1%	-19%	13%	-5%	0%	x
O=C(Cn1c(=O)n(CC(=O)NCc2ccccc2)c2ccccc21)NCc1ccccc1	1%[46.1 µM]	-10%	-6	-19%	-5%	17%	-3%	4%	x	u
Cc1ccc(OCCn2cnc3cc([N+](=O)[O-])ccc3c2=O)cc1	-8%	20%	-3	1%	1%	2%	7%	4%	x	u
CC(C)(C)NC(=O)C(c1cccs1)N(Cc1cccs1)C(=O)c1ccc(CN2CCOCC2)o1 (stereo not drawn)	2%	-14%	1	8%	-3%	9%	3%	-1%	2%	-5%
COc1ccc(Nc2nc3c(C)cccn3c(=O)c2C=O)cc1	-6%	10%	0	13%	-2%	39%	-5%	-2%	-13%	8%
NS(=O)(=O)c1cccc(NC(=O)CCC(=O)c2cccs2)c1	5%	0%	11	u	-3%	u	2%	0%	-10%	0%
CCOC(=O)N1CCN(S(=O)(=O)N2CCCC(C(=O)NCc3ccc(F)cc3)C2)CC1 (stereo not drawn)	-5%	-5%	0	2%	-3%	-6%	0%	1%	-3%	-2%
C=CCC1=C/C(=C\c2c(N)n3nc(CC(=O)N4CCOCC4)sc3nc2=O)C=C(OC)C1=O	3%	u	8	u	19%	u	5%	-16%	-12%	u
O=C(Nc1ccon1)c1cccc(S(=O)(=O)N2CCCCCC2)c1	3%	3%	-3	6%	-4%	20%	1%	0%	7%	3%
O=C(NCCc1ccc(Cl)cc1)C1CCN(S(=O)(=O)N2CCCC2)CC1	-5%	12%	13	2%	0%	23%	-2%	0%	0%	-7%
Cc1ccc(C)c(NC(=O)Cn2nc(C(F)(F)F)cc2C2CC2)c1	x	4%	2	-9%	0%	27%[7.66 µM]	1%	-2%	4%	-2%

Another view of some results above.
Value order – TCR act | Menin-MLL TR inh | TSHR antag | MLL CXXC-DNA inh | TSG101-PTAP inh | a7 integrin act | Mito fusion yeast | S-ASM inh | AT treatment | MBNL1 CUG block
- O=C(Cn1c(=O)n(CC(=O)NCc2ccccc2)c2ccccc21)NCc1ccccc1
    1%[46.1 µM] | -10% | -6 | -19% | -5% | 17% | -3% | 4% | x | u
- COc1ccc(-n2nc([N+](=O)[O-])c(=NCCc3ccc(OC)c(OC)c3)n2O)cc1
    5%[46.1 µM] | -13% | -6 | -6% | -1% | -19% | 13% | -5% | 0% | x
- CCOc1ccc2c(c1)nc(NCCCO)n2Cc1ccccc1
    -5% | x | 2 | -1% | 51%[activator] | -1% | 0% | -7% | -41% | -7%

2 records drawn at random from those above, as already listed:
SMILES	TCR act	Menin-MLL TR inh	TSHR antag	MLL CXXC-DNA inh	TSG101-PTAP inh	a7 integrin act	Mito fusion yeast	S-ASM inh	AT treatment	MBNL1 CUG block
Clc1ccc(-c2nc3ncccn3c2Nc2ccc3c(c2)OCO3)cc1	7%	x	-3	21%	0%	-1%	-5%	0%	25%	u
Cc1cc(Cl)ccc1OCCn1cncn1	3%	24%	6	12%	-1%	-14%	3%	0%	-1%	-8%

Continued:
SMILES	TCR act	Menin-MLL TR inh	TSHR antag	MLL CXXC-DNA inh	TSG101-PTAP inh	a7 integrin act	Mito fusion yeast	S-ASM inh	AT treatment	MBNL1 CUG block
O=C1OCC2=C1C(c1ccc(F)cc1)CC(=O)N2c1ccccc1 (stereo not drawn)	x	2%	-13	-2%	x	x	-4%	x	14%	x
CN(C)C(=O)c1ccc(NC(=O)CC2SC(N3CCCC3)=NC2=O)cc1 (stereo not drawn)	2%	x	6	x	-1%	-18%	-6%	0%	-8%	x
CN(C)S(=O)(=O)c1ccc2nc(NC(=O)c3cccnc3)sc2c1	-7%	-4%	x	-6%	1%	-24%	7%	20%	x	21%
O=C(CSc1nc(-c2ccccc2)nc2ccccc12)Nc1nccs1	-10%	u	38	0%	-4%	15%	0%	0%	-1%	-9%
Cc1c(Cl)cccc1NC(=O)CNc1cccc(C(F)(F)F)c1	6%[46.1 µM]	24%	5	-3%	0%	3%	5%	-9%	-3%	-4%
COc1cccc(CNC(=O)C2CCCN(S(C)(=O)=O)C2)c1 (stereo not drawn)	1%	18%	-2	-2%	0%	26%	-1%	4%	3%	-2%
COCCn1nnnc1CN(CCCN1CCOCC1)Cc1cc2c(C)ccc(C)c2[nH]c1=O	2%	20%	18	-2%	-2%	-29%	-2%	2%	-5%	20%
CCOc1ccc(Cc2nc(-c3nonc3N)no2)cc1OCC	-8%	20%	3	-7%	0%	0%	0%	-3%	1%	1%
Cc1cc(C)n(CCCO)c(=O)c1C#N	x	x	11	-8%	0%	13%	-1%	0%	7%	-10%
CCOC(=O)Cc1cc(=O)n2[nH]cc(-c3cccc(Br)c3)c2n1	-2%	u	-7	-8%	-3%	-19%	0%	1%	-1%	2%
O=C(Nc1cccn2ncnc12)c1ccc(Cl)cc1	-3%	0%	11	-8%	-5%	20%	0%	2%	5%	-1%
CN(C(=O)c1ccc(Cl)c([N+](=O)[O-])c1)C1(C)CCS(=O)(=O)C1 (stereo not drawn)	-12%	x	-3	x	-7%	-21%	-1%	2%	-7%	x
Brc1ccc(-n2cccc2/C=N/n2cnnc2)cc1	2%	-13%	7	7%	-2%	22%	0%	1%	2%	12%

A portion of the library. The share of hits here may be higher or lower than overall.
